Mcl1 Noxa PPI: disrupts binding of human Mcl-1 to Noxa peptide; TR-FRET Mcl-1/Noxa peptide binding, 2 h; inhibition, % at 21.7 µM; 220,000 tested, 1.5% active;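 active = compounds that cut the protein-peptide binding signal by more than 50% relative to plate controls in a single-dose test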;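 note: His-tagged Mcl-1 with rhodamine Noxa BH3 peptide and terbium anti-His antibody; 0% = Mcl-1 plus Noxa peptide wells and 100% = peptide-only wells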
Target sequence (Q07820 whole entry, looked up): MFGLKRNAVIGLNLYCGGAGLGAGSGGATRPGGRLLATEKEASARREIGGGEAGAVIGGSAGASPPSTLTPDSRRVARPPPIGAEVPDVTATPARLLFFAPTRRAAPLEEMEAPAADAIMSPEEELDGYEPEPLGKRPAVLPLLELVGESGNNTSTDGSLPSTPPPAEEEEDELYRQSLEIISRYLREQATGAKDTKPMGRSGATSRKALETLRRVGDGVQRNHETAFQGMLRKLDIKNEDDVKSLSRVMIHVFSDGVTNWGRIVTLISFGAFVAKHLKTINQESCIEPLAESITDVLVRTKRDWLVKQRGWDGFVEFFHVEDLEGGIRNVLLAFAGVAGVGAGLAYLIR
Mcl1-Bid inh: Mcl-1/Bid interaction inhibition; TR-FRET Mcl-1/Bid-Dy647 peptide binding, 1536-well; inhibition, % at 21.7 µM; 220,000 tested, 0.97% active; AID 1021;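 active = compounds that cut the binding signal by more than half at the single screening dose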;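 note: His-tagged Mcl-1 with europium anti-His antibody binding Bid BH3 peptide; 0% = Mcl-1 plus peptide wells and 100% = peptide-only wells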
RGS8-Gao: human RGS8-Galphao interaction regulation; multiplexed bead flow cytometry, RGS8-Galphao binding; actives lie on both sides; response (percent of control binding), % at 10 µM; 220,000 tested, 0.34% active; AID 1423; in the data active = response below about 60% or above about 140%; inactive = in between;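 note: Galphao activated as the GDP aluminium fluoride complex binding bead-coupled RGS8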
Target sequence (P09471 whole entry, looked up): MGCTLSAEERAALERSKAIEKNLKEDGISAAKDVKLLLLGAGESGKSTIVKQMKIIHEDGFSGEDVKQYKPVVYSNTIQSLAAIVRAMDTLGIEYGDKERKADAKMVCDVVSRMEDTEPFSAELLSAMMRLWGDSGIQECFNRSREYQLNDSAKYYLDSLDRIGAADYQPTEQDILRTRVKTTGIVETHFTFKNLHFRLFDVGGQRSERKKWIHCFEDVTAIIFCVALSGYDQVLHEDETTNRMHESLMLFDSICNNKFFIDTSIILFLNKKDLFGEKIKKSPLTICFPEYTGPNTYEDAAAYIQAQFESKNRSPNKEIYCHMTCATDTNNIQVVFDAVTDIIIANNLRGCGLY
Pf gametocyte: P. falciparum stage V gametocyte viability inhibition | AID 743093 | inhibition, % at 10.9 µM | 150,000 tested, 0.065% active | P. falciparum stage V gametocytes, ATP luminescence, 24 h;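 active = inhibition above the mean plus 3 SD of compounds within the control limits, set per campaign, cut at about 38% in these data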;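 note: 0% = DMSO wells and 100% = medium only without gametocytes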
Active calls of the source: *. An excerpt; rates above refer to the full screens.

item	molecule	Mcl1-Bid inh	Pf gametocyte	Mcl1 Noxa PPI	RGS8-Gao
1	C/C=C/c1ccc(OCC(=O)O)c(OC)c1	-25	2	-2	102
2	O=C(Cc1cccs1)NCCc1csc(-c2ccccc2)n1	-40	4	12	93
3	OC1(c2ccc(Cl)cc2)CCN(Cc2cn[nH]c2-c2ccccc2)CC1	-29	-6	34	97
4	O=C(O)c1ccc(S(=O)(=O)NC2CC2)cc1	4	21	-8	101
5	N/C(=N\N=C\c1cccc([N+](=O)[O-])c1)c1nonc1N	-2	2	12	101
6	COc1ccc(C(=O)NC(=S)SCC(=O)O)cc1	-11	-11	13	102
7	Cc1cc(/C=C2\SC(=S)NC2=O)c(C)n1-c1ccc(O)cc1	-84	-9	29	98
8	CCOC(=O)c1c(N=CN(C)C)c2cc([N+](=O)[O-])cnc2n1C	-24	-6	13	99
9	O=C(c1ccc(S(=O)(=O)N2CCCCC2)cc1)N(c1ccccn1)C1CCCCC1	-9	3	-13	100
10	O=C(CNc1n[nH]c(=O)[nH]c1=O)N/N=C/C=C/c1ccccc1	4	3	3	100
11	CCCCSc1ncnc2[nH]ncc12	-7	9	1	102
12	O=C(CCc1nnc(CCCCc2ccccc2)o1)N1CCN(CCO)CC1	-21	18	7	93
13	NC(=O)C1(C(N)=O)OC1c1ccc(Cl)cc1Cl (stereo unspecified)	-12	3	15	94
14	CC(=O)N1CSCC1C(=O)NNS(=O)(=O)c1cccc(C(F)(F)F)c1 (stereo unspecified)	-21	2	5	93
15	O=C(Nc1ccc2ccccc2c1)N1CCCN(CCOc2ccccc2)CC1	-12	16	1	101
16	O=C(CCN1CCN(CCO)CC1)Nc1cccc(Br)c1	-4	-8	2	102
17	Cc1cc2c(sc3c(C)ccc(C)c32)c(C)n1	25	8	21	99
18	CSC1=N/C(=C\c2ccccc2Cl)C(=O)N1N(C)C	-6	6	-7	103
19	CC1(C)CC(=O)C2=C(C1)OC(/N=C/N1CCCC1)=C(C#N)C2c1ccccc1 (stereo unspecified)	-9	12	-13	100
20	CSCCC(NS(=O)(=O)c1ccc(F)cc1)C(=O)NCc1ccc(S(N)(=O)=O)cc1 (stereo unspecified)	-118	-1	10	100
21	O=C(O)CC(CC(=O)Nc1ccc(-n2ccc(C(F)(F)F)n2)cc1)c1ccccc1 (stereo unspecified)	-3	-2	-1	104
22	CS(=O)(=O)N1N=C(c2ccco2)CC1c1ccccc1Cl (stereo unspecified)	-10	-2	4	111
23	COC(=O)C1=C(C)Nc2nc3ccccc3n2C1c1ccccc1F (stereo unspecified)	-12	-1	14	99
24	COc1ccc(Nc2ncnc3sc(-c4ccccc4)cc23)c(OC)c1	-15	-15	7	102
25	CCOC(=O)c1c(NC(=O)c2ccno2)c2cc([N+](=O)[O-])ccc2n1C	5	-12	20	102
26	Cc1ccc(NC(=O)C(=O)C2C(=O)Nc3ccccc32)cc1 (stereo unspecified)	-15	-4	6	99
27	COc1cc(OC)cc(N2C(=O)CSCC2=O)c1	-12	-18	2	100
28	O=C(NCc1ccccc1)c1csc(-c2cccnc2)n1	-8	10	3	113
29	CCOC(=O)C1(Cc2cccc(OC)c2)CCN(Cc2ccon2)CC1	-15	15	-23	103
30	Cn1c(SCc2ccc(Br)cc2)nnc1-c1ccccn1	-5	-3	13	101

An excerpt from above in order of count of non-hydrogen atoms, lowest first.
item	molecule	Mcl1-Bid inh	Pf gametocyte	Mcl1 Noxa PPI	RGS8-Gao
27	COc1cc(OC)cc(N2C(=O)CSCC2=O)c1	-12	-18	2	100
30	Cn1c(SCc2ccc(Br)cc2)nnc1-c1ccccn1	-5	-3	13	101
7	Cc1cc(/C=C2\SC(=S)NC2=O)c(C)n1-c1ccc(O)cc1	-84	-9	29	98
24	COc1ccc(Nc2ncnc3sc(-c4ccccc4)cc23)c(OC)c1	-15	-15	7	102
19	CC1(C)CC(=O)C2=C(C1)OC(/N=C/N1CCCC1)=C(C#N)C2c1ccccc1 (stereo unspecified)	-9	12	-13	100
15	O=C(Nc1ccc2ccccc2c1)N1CCCN(CCOc2ccccc2)CC1	-12	16	1	101

Retrieved by compound from the entries so far:
item	molecule	Mcl1-Bid inh	Pf gametocyte	Mcl1 Noxa PPI	RGS8-Gao
2	O=C(Cc1cccs1)NCCc1csc(-c2ccccc2)n1	-40	4	12	93
21	O=C(O)CC(CC(=O)Nc1ccc(-n2ccc(C(F)(F)F)n2)cc1)c1ccccc1 (stereo unspecified)	-3	-2	-1	104
30	Cn1c(SCc2ccc(Br)cc2)nnc1-c1ccccn1	-5	-3	13	101
8	CCOC(=O)c1c(N=CN(C)C)c2cc([N+](=O)[O-])cnc2n1C	-24	-6	13	99
26	Cc1ccc(NC(=O)C(=O)C2C(=O)Nc3ccccc32)cc1 (stereo unspecified)	-15	-4	6	99
27	COc1cc(OC)cc(N2C(=O)CSCC2=O)c1	-12	-18	2	100
23	COC(=O)C1=C(C)Nc2nc3ccccc3n2C1c1ccccc1F (stereo unspecified)	-12	-1	14	99

Following part
item	molecule	Mcl1-Bid inh	Pf gametocyte	Mcl1 Noxa PPI	RGS8-Gao
31	CCOC(=O)C1CCN(C(=O)Nc2ccc(C)c(Cl)c2)CC1	-8	-26	-2	94
32	COc1ccc(-c2n[nH]c(C)c2-c2cscn2)c(O)c1	-5	3	18	100
33	CC(C)C1CC(CCNCc2ccc3c(c2)OCO3)(c2ccccc2)CCO1 (stereo unspecified)	-8	18	9	103
34	Cc1cc(CN(C)Cc2cn(C)nc2-c2ccc(Oc3ccccc3)cc2)on1	-13	15	15	103
35	O=C(O)c1cccc(Cn2c(Cl)c(/C=N/NC(=O)c3ccccc3O)sc2=O)c1	-5	7	17	100
36	O=C1SC(Cc2ccccc2)C(=O)N1c1ccccc1 (stereo unspecified)	-5	1	9	99
37	O=C1C[C@H]2[C@H](CO)[C@@H](OC(=O)c3ccc(-c4ccccc4)cc3)C[C@H]2O1	-3	18	1	102
38	Cc1onc(-c2c(Cl)cccc2Cl)c1C(=O)Nc1ccc(N2CCOCC2)cc1	-23	-3	0	103
39	Cc1ccc(S(=O)(=O)Oc2cc(N)c3c(n2)CCC3)cc1	-20	-3	16	101
40	CN(C)S(=O)(=O)c1cccc(NC(=O)COC(=O)c2cc(=O)c3ccccc3o2)c1	3	1	3	101
41	COc1ccccc1C(=O)Nc1cccc(Oc2c(F)c(F)c(F)c(F)c2F)c1	-38	-6	-14	102
42	COc1ccc(-c2cc(C(=O)Nc3ccc(S(=O)(=O)Nc4ncccn4)cc3)c3ccccc3n2)cc1	-20	0	10	101
43	COc1ccc(C(=O)C[n+]2ccc(-c3nnc4n3CCCCC4)cc2)cc1	-46	7	76*	112
44	CCOC(=O)c1c(C)n(C)c2cc(Br)c(O)c(O)c12	-12	-16	25	97
45	O=C(Nc1ccccc1C(=O)Nc1nnc(C(F)(F)F)s1)c1ccccc1	12	14	21	99
46	COc1ccc(CNc2nc3nc(C)c(Cl)c(C)n3n2)cc1	-15	7	6	99
47	CC(=O)OCCOCn1cnn2c(=O)c(Br)c(C)nc12	-17	-25	-15	99
48	Cc1nccc(-c2cccc(NC(=O)c3ccccc3Cl)c2)n1	26	14	15	92
49	O=C(Nc1cccc([N+](=O)[O-])c1)C1C2CC/C=C\CCC21 (stereo unspecified)	-1	7	-7	97
50	O=C(N/N=C\c1cc(Br)c(Br)o1)C1COc2ccccc2O1 (stereo unspecified)	-11	17	13	103
51	O=C(Nc1ccccc1)Nc1ccc2ccccc2c1	-18	-16	7	100
52	CC(=O)N(C1=C(Cl)C(=O)c2ccccc2C1=O)C1CCCCC1	-20	16	91*	54*
53	COc1ccc(NS(=O)(=O)c2cccc(C(=O)N/N=C/c3cn(-c4ccccc4)nc3-c3ccc(OC)cc3)c2)cc1	-19	11	-4	96
54	CSc1ncc2ncn(C3OC(CO)C(O)C3O)c2n1 (stereo unspecified)	-8	-9	-22	100
55	N#C/C(=N\Nc1ccc(Cl)cc1)C(N)=S	-36	-11	-7	98
56	Cc1ccc(/C=N/NC(=O)CN2CCN(Cc3ccccc3)CC2)s1	14	-26	15	101
57	C[C@@H](C(=O)NCCCCCC(=O)O)n1nnc2ccccc2c1=O	-11	14	8	98
58	O=C(CN1CCN(Cc2ccccc2Cl)CC1)N/N=C/c1ccccn1	-19	0	69*	95
59	Cc1csc2c(=O)n(CCO)c(=O)[nH]c12	-6	-13	8	100
60	Cc1nnc(Nc2ccccc2F)s1	-16	0	-14	102

Down the list, quoted from above.
Nos. 40 to 50 in Mcl1-Bid inh read 3, -38, -20, -46, -12, 12, -15, -17, 26, -1, -11
Nos. 40 to 50 in Mcl1 Noxa PPI read 3, -14, 10, 76*, 25, 21, 6, -15, 15, -7, 13
Nos. 40 to 50 in Pf gametocyte read 1, -6, 0, 7, -16, 14, 7, -25, 14, 7, 17

Next section.
item	molecule	Mcl1-Bid inh	Pf gametocyte	Mcl1 Noxa PPI	RGS8-Gao
61	CC(C)(C)c1cc[n+](C2=C([O-])c3ccccc3C(=O)/C2=N\S(=O)(=O)c2cccs2)cc1	-13	-4	4	99
62	CN(C)c1ccc(NC(=O)Nc2csc3ccccc23)cc1	-8	-13	57*	100
63	Cc1ccc(NC(=O)c2ccc3c(c2)S(=O)(=O)c2ccccc2C3=O)cc1S(=O)(=O)N1CCOCC1	-55	-20	12	103
64	Cc1nc(Cl)c(Cl)n1CCOc1ccccc1	-6	-1	-1	6.8*
65	O=C(Cn1cc(C(F)(F)F)ccc1=O)N/N=C/c1ccccc1O	-49	-2	-6	93
66	C/C(=N\Nc1ccc([N+](=O)[O-])cc1)c1ccc(N2CCOCC2)cc1	-5	0	6	99
67	CCOC(=O)C1CCN(C2=C(NS(=O)(=O)c3ccc(Cl)cc3)C(=O)c3ccccc3C2=O)CC1	-80	6	15	102
68	O=C(N/N=C/C=C/c1ccccc1)c1cc(C2CC2)[nH]n1	-10	15	-2	96
69	CN(CC(=O)Nc1cccc2ccccc12)C(=O)c1cccc(S(=O)(=O)N(C)C)c1	-32	-15	1	94
70	O=C(O)c1ccc(/C=N\Nc2ccc(S(=O)(=O)N3CCOCC3)cc2[N+](=O)[O-])cc1	3	-25	25	99
71	CCCCCCn1c(=O)[nH]c2c(c1=O)CCC2	-16	-2	-5	103
72	COc1ccc(N=C2SCC(c3ccccc3)=NN2C)cc1	3	9	-3	103
73	CCCCNc1nc2ccccc2n1CC(=O)Nc1ccc2c(c1)OCCO2	-17	-1	1	105
74	CC12CC3CC(C)(C1)CC(Nc1nc(N4CCOCC4)nc4ccccc14)(C3)C2	1	2	-3	101
75	O=C(NC1CC1)C1=C[C@H](c2csc3ccccc23)C[C@H](OCc2ccc(CO)cc2)O1	-49	0	7	99
76	COc1ccc(NS(=O)(=O)c2ccc(N3CC(O)=C(c4ccccc4)C3=N)cc2)cc1	-20	1	2	102
77	CCN(CC(=O)Nc1ccccc1SC)Cc1nc2ccccc2c(=O)[nH]1	-32	1	-21	101
78	CC(C)(C)C(=O)N(Cc1ccc(Cl)cc1)Cc1cccnc1	-6	2	10	100
79	CCS(=O)(=O)Nc1cccc(C2=NN(S(=O)(=O)c3ccccc3)C(c3ccco3)C2)c1 (stereo unspecified)	-30	10	11	96
80	O=C(COc1ccc(Br)cc1)Nc1nc(-c2cccnc2)cs1	-22	-3	22	102
81	Cc1ccc(S(=O)(=O)n2nccc2-c2c(-c3ccccc3)noc2C)cc1	4	-25	14	101
82	COc1cccc(C(=O)NN2CC(O)=C(c3nc(C)cs3)C2=N)c1	-34	-25	-6	101
83	CO/N=C1\CCn2c1c(C)c1ccccc12	44	13	9	101
84	O=C(/C=C/c1cccc(F)c1)c1ccc(N2CCOCC2)cc1	6	-26	42	85
85	CC(=O)CC(C)(C)NC(C)=S	-118	6	-3	98
86	Cc1c(Cc2ccccc2)c(=O)oc2cc(O)ccc12	-18	-15	10	101
87	Cc1cccc(-n2ccnc2CN2CCC(CO)(Cc3ccccc3)CC2)c1	-14	6	-8	99
88	CCn1c(O)c(/C=C2\C=NN=C2c2ccccc2)sc1=S	-18	12	10	102
